ADAM10 inh: human ADAM10 inhibitors, primary screen, biochemical, QFRET, HTS | Disintegrin and metalloproteinase domain-containing protein 10 (Homo sapiens), O14672 | recombinant ADAM10, EDANS/DABCYL FRET peptide cleavage, 3 h | inhibition, % at 7 µM | hit rate 0.62% among 370,000 | AID 720582, 2013;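 active means inhibition above a per-campaign cutoff equal to the mean of compounds falling between control-based bounds plus 3 SD, cut at about 20% in these data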;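 further: 0% = DMSO wells while the 100% control is not disclosed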
SIAE inh: human SIAE inhibitors, primary screen, biochemical, fluorescence polarization, FP-Rh probe, 1536-well HTS; Sialate O-acetylesterase (Homo sapiens), Q9HAT2; SIAE FP-Rh probe binding; inhibition, % at 9.66 µM; hit rate 0.69% among 370,000;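 active means inhibition above a cutoff: mean of compounds within the control limits plus 3 SD of those, cut at about 17% in these data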;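 further: 0% = plate median of compound wells and 100% = probe without SIAE protein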
ADAM17 inh: ADAM17 inhibitors, primary screen, biochemical, QFRET; recombinant ADAM17, EDANS/DABCYL FRET peptide cleavage; inhibition, % at 6.95 µM; AID 720648, 2013; hit rate 0.83% among 370,000; Disintegrin and metalloproteinase domain-containing protein 17 (Homo sapiens), P78536;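 active means inhibition above the mean of compounds lying between control limits plus 3 SD, set per campaign, cut at about 8.5% in these data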;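 further: 0% = DMSO-only wells as the low control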
PLC-gamma1 inh: PLC-gamma1 enzyme inhibitors, primary screen, biochemical, fluorescence, purified enzyme. 1-phosphatidylinositol 4,5-bisphosphate phosphodiesterase gamma-1 (Homo sapiens), P19174. fluorogenic substrate. inhibition, % at 12.2 µM. hit rate 0.84% among 370,000. AID 720700, 2013; in the data active means inhibition above about 9.5%
Tn7 DDE FP: inhibitors of Tn7 peptide binding to fibrin DD(E), primary screen, biochemical, fluorescence polarization, human fibrin, Tn7 probe. FP displacement of FITC-Tn7 peptide from fibrin DD(E); 0% = median of compound wells per plate. inhibition, % at 8.3 µM. hit rate 0.13% among 370,000. AID 720508, 2013;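 active means inhibition above the mean of compounds falling within the control limits plus 3 SD of them, cut at about 14% in these data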;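 further: 0% = plate median of compound wells and 100% = 10 µM Aha-Tn7 peptide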
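Also added: labelled Tn7 tracer, 0.1 µM; Assay system: human fibrin DD(E) protein; Amount: 2 µM fibrin DD(E); Schedule: 10 min compound pre-incubation, 3 h probe incubation at room temperature; Repeats: one replicate per compound; Read-out basis: percent inhibition; Measured by: fluorescence polarization of the labelled Tn7 tracer.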
ARFGAP1 inhibitor: inhibitors of rat ARFGAP1 GAP activity, primary screen, biochemical, fluorescence polarization, GDP tracer. Arfgap1-stimulated ARF1 GTP hydrolysis, GDP FP detection. hit rate 0.26% among 360,000. inhibition, % at 16.5 µM. AID 651572, 2012. ADP-ribosylation factor GTPase-activating protein 1 (Rattus norvegicus), Q62848;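 active means inhibition above a per-plate limit, mean inhibition of low control wells plus 3 SD, cut at about 25% in these data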;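 further: 0% = DMSO wells with enzyme and 100% = wells lacking Arfgap1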
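Material: rat Arfgap1 catalytic domain, aa 1-136; also added: human ARF1(Δ1-17)-GTP substrate; compound dosing: one concentration, 16.5 µM, DMSO 1.26%; incubation: GTP hydrolysis reaction 2 h at 25 °C; measured by: Tracer-displacement fluorescence polarization with EDTA stop, 620/688 nm; evaluation: % inhibition from polarization; repeats: one replicate per compound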
PLCb3 inh: human PLC-beta3 inhibitors, primary screen, biochemical, fluorescence | Purified PLC-beta3, fluorogenic substrate | 1-phosphatidylinositol 4,5-bisphosphate phosphodiesterase beta-3 (Homo sapiens), Q01970 | hit rate 0.18% among 370,000 | inhibition, % at 12.2 µM; in the data active means inhibition above about 11%;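 further: 0% = median of compound wells on plate and 100% = full blocker control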
Target sequence (Q01970 whole entry, looked up): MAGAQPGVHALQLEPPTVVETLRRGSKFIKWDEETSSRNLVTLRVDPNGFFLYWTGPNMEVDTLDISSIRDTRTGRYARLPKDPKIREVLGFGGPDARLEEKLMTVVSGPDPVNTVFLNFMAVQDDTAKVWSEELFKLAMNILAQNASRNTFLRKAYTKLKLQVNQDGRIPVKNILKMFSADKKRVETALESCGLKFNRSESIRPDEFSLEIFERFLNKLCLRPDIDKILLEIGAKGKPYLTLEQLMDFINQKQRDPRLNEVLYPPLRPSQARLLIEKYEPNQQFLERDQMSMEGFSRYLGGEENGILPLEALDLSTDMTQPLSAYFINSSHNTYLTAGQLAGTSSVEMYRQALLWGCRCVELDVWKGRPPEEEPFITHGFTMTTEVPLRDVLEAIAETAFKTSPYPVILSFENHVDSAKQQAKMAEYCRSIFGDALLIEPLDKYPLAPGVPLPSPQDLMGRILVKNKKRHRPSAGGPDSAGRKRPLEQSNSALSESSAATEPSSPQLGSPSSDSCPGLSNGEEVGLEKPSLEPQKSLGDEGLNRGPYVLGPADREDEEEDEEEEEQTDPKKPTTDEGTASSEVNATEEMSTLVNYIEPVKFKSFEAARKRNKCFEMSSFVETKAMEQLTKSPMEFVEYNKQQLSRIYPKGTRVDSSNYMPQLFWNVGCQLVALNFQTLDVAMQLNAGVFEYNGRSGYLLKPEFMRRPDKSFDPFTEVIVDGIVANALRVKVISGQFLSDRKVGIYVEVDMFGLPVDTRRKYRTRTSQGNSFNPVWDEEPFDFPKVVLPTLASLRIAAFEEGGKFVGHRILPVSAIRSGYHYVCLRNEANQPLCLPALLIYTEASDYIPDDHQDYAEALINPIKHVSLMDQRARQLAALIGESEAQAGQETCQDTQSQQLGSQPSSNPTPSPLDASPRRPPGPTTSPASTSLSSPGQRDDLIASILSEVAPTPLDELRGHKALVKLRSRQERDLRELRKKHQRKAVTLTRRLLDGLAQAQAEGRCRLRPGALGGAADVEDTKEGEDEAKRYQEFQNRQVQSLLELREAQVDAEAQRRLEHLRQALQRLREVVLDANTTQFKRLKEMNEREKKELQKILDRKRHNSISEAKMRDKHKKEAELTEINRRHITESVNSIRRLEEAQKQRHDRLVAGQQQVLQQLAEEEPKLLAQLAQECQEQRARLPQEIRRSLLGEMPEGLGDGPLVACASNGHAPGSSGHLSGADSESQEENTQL
DDE Tn6 FP inh: inhibitors of Tn6 peptide binding to fibrin DD(E), primary screen, biochemical, fluorescence polarization, human fibrin, Tn6 probe | Fibrinogen beta chain (Homo sapiens), P02675 | Fibrin DD(E) TRITC-Tn6 fluorescence polarization displacement | inhibition, % at 8.3 µM | hit rate 0.21% among 370,000 | AID 720509, 2013;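 active means inhibition above a per-campaign cutoff: mean of compounds within control limits plus 3 SD, cut at about 15% in these data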;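 further: 0% = median of all compound wells on the plate and 100% = blocking peptide control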
ASAP1 GAP inh: inhibitors of human ASAP1 ArfGAP activity, primary screen, biochemical, fluorescence polarization; inhibition, % at 16.5 µM; Arf-GAP with SH3 domain, ANK repeat and PH domain-containing protein 1 (Homo sapiens), …; ASAP1-stimulated ARF1 GTP hydrolysis, GDP FP detection; hit rate 0.19% among 360,000; in the data active means inhibition above about 25%;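 further: 0% = vehicle with enzyme and substrate and 100% = no enzyme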
TDP2 absorb: human TDP2 enzyme inhibitors, primary screen, biochemical, epi absorbance, recombinant enzyme. Tyrosyl-DNA phosphodiesterase 2 (Homo sapiens), O95551. T5PNP hydrolysis, p-nitrophenol absorbance 415 nm. inhibition, % at 12.8 µM. hit rate 0.34% among 370,000. AID 720702, 2013;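 active means inhibition above the mean of all tested compounds plus 3 SD, set per campaign, cut at about 25% in these data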;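 further: 0% = DMSO with enzyme and 100% = buffer with substrate but no TDP2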
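Evaluation: % inhibition relative to enzyme-containing and enzyme-free wells. Material: recombinant human TDP2. Benchmarks: enzyme-free and DMSO wells. Timing: enzyme reaction with compound for 2 h at 37 °C. Compound dosing: 12.8 µM only. Measured by: p-Nitrophenol epi absorbance. Reagent: T5PNP substrate at 5 mM, a TopII-DNA adduct mimic. Replication: single well per compound.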
Starred values were filed as active, the others as inactive; / = not tested or not shown. This is a random part of the collection. About 3.6% of those tested had a hit in this group.

ADAM10 inh	SIAE inh	ADAM17 inh	PLC-gamma1 inh	Tn7 DDE FP	ARFGAP1 inhibitor	PLCb3 inh	DDE Tn6 FP inh	ASAP1 GAP inh	TDP2 absorb	Molecule
-5	1	-2	2	-5	9	-5	3	-15	-5	COc1cc(NC(N)=S)c(OC)cc1Cl
-3	-32	-4	-3	6	-17	-10	9	0	0	COc1ccc(-c2nnc(SCC(=O)c3ccc(O)cc3O)o2)cc1
1	-3	0	-4	4	2	-2	-6	-4	10	CCNC(=S)N1CCN(S(=O)(=O)/C=C/c2ccccc2)CC1
4	17	-1	1	-4	0	4	-2	10	9	O=C(CSc1nnc(-c2ccco2)o1)NC1CCCCC1
-3	1	-6	3	5	-4	1	-1	7	6	COC(=O)c1nc(NC2=NCCCCC2)n[nH]1
-4	-7	-5	-3	-14	0	5	0	3	4	CC(=O)Nc1cncc(-c2ccccc2F)n1
-7	-3	-2	-1	13	-5	-9	-13	11	3	COCCOC(=O)N1CCCCC1c1cc(C(=O)NCc2ccc(Cl)c(Cl)c2)no1 (stereo not given)
9	4	-2	3	5	4	-1	6	-12	4	c1ccc(CSc2nnc(-c3ccco3)o2)cc1
7	-4	-3	3	-7	-4	0	-2	1	-13	COc1cc(NC(=O)c2cccc(S(=O)(=O)N3CCCCC3)c2)cc(OC)c1OC
-4	5	-3	0	-9	8	-3	1	11	6	CC1(c2ccc(Cl)cc2Cl)NC(=O)N(CC(=O)Nc2cccnc2Cl)C1=O (stereo not given)
-2	1	2	6	-5	3	-2	-4	-8	-10	Cn1c(=NC(=O)CS(=O)(=O)c2ccccc2)sc2ccccc21
-13	-6	-2	-8	0	-4	-9	0	-10	5	COc1ccc(-c2ccc3c(n2)CCCN3S(=O)(=O)c2ccc(C)cc2)cc1
6	-6	0	2	2	1	5	0	-9	-3	COc1cc(OC)cc(C(=O)NCC(=O)OCc2csc(-c3ccccc3)n2)c1
-5	-4	1	4	-5	0	-2	-5	-12	1	CCOc1ccc(-c2cccc(NS(=O)(=O)c3cc([N+](=O)[O-])ccc3C)c2)nn1
-2	11	-2	-11	-3	11	-36	3	5	1	Cc1c(C(c2cc3c(cc2Br)OCO3)c2c(C)n(C)n(-c3ccccc3)c2=O)c(=O)n(-c2ccccc2)n1C
1	-3	-2	4	1	7	0	-10	-4	6	COc1ccc(NC(=O)C(c2ccc(OC)cc2)N(C)C(=O)c2cnccn2)cc1 (stereo not given)
-11	7	-7	2	2	/	-6	-5	/	-6	O=C(NCCc1c[nH]c2ccccc12)OCc1cn(-c2ccc(F)cc2)nn1
1	1	4	-3	7	-2	-9	-6	2	-7	CC(C)(C)c1ccc(NC(=O)COC(=O)C2CCCC2)cc1
-10	0	-5	-1	5	-2	-5	10	-7	9	NN(CCO)C(=S)Nc1ccc(Cl)cc1
-16	1	-11	-16	4	20	-26	-3	5	59*	Cc1nnc(N/N=C/c2ccc(-c3ccccc3F)o2)n1N
1	1	-1	1	6	0	2	-2	1	5	O=C(O)C1CCC(=O)N1Cc1ccc(F)cc1 (stereo not given)
-10	0	1	4	4	-12	-10	-16	-9	-5	Sc1nnc(-c2ccc(Cl)cc2)n1Cc1ccccc1
2	-2	0	1	0	17	4	-2	-2	8	CCOC(=O)N1CCN(S(=O)(=O)c2cc(OCC(N)=O)c(C)cc2Cl)CC1
0	-3	-4	2	-3	17	0	-5	-13	-3	CCOC(=O)C(O)(CC(=O)Nc1cc(F)ccc1C)C(F)(F)F (stereo not given)
11	1	1	9.6*	-7	8	-2	4	0	-25	CCCn1c(N)c(N(CCOC)C(=O)c2ccc([N+](=O)[O-])c(C)c2)c(=O)[nH]c1=O
-1	-6	4	-1	1	4	4	8	-8	0	CCNC(=S)Nc1cc(Cl)ccc1Oc1ccccc1
0	-1	-3	1	-5	-7	-1	-8	4	14	CN1CCN(NC(=O)c2ccc(F)cc2)CC1
9	-2	-2	2	2	1	-2	3	-6	-11	Cc1cccnc1CNC(=O)C1CCC(=O)N(CCc2cccc(F)c2)C1 (stereo not given)
0	4	-5	7	5	10	0	-4	2	-3	Cc1ccc(S(=O)(=O)N(CC(=O)Nc2ccc(C(N)=O)cc2)C(=O)N2CCN(C)CC2)cc1
7	-4	-2	3	0	4	-4	-4	16	5	COC(=O)C(C(=O)OC)c1ncc(C(F)(F)F)cc1Cl
-6	6	-3	4	-3	-2	1	-9	-9	6	CCNC(=O)C1(C)CCCN(C(=O)c2cc(-c3ccccc3)cs2)C1 (stereo not given)
11	-4	5	0	-5	/	3	0	/	9	Cc1ccc(S(=O)(=O)NCCCc2ccc3c(c2)[C@]2(CCC[C@@H](OCc4ccccc4)[C@@H]2NC(=O)CCc2ccccc2)C(=O)N3Cc2ccccc2)cc1
4	-1	4	5	-3	11	4	0	4	2	OCC[C@@H]1C[C@H](O)[C@@H](O)[C@@]2(CCCc3ccccc3O2)O1
4	-5	-4	3	8	15	2	-1	0	2	CCOC(=O)c1ccc(S(=O)(=O)N2CCC(C(=O)OCC)CC2)cc1
11	2	-2	-1	5	-2	1	10	-13	2	Cn1c(=O)c2c(=O)cc(NNC(=O)C(C)(C)C)[nH]c2n(C)c1=O
-8	-6	0	-127	-1	-4	-4	-4	1	-1	O=C(c1cccc(S(=O)(=O)N2CCN(c3ccccc3)CC2)c1)N1CCCCCCC1
5	10	1	5	1	11	-3	0	-14	3	CC(C)Oc1ccc(CNC(=O)Oc2ccccc2)cc1
12	-10	0	-9	0	-2	-19	-3	-16	-2	CCCc1cc(C(=O)Nc2sc(C)c(CC)c2C#N)no1
-10	3	2	0	-7	8	2	0	4	-3	Cc1ccccc1NS(=O)(=O)c1ccc2oc(=O)ccc2c1
10	10	2	-2	0	0	-2	7	-2	-7	CCN(c1ccc(NC(=O)COC(=O)c2cccs2)cc1)C(C)C
3	2	0	0	5	-11	-4	7	-6	6	Cc1ccccc1CNS(=O)(=O)c1c(C)[nH]c(C)c1C(=O)N1CCCCC1
5	3	5	-1	4	14	3	-2	-1	-3	CC(C)(C)c1ccc(CC(=O)N2CCC2(C)C(=O)Nc2cnc3ccccc3c2)cc1 (stereo not given)
6	-5	2	0	0	9	-2	-3	-2	-7	NC(=S)Nc1ccc(S(=O)(=O)c2ccc(NC(N)=S)cc2)cc1
3	-17	1	-1	-2	-6	0	6	-3	1	CCC(=O)N1Cc2cc(C(=O)Nc3nccs3)nc(-c3cccc(-c4ccccc4OC)c3)c2[C@H]1CCO
-3	2	1	0	-8	-2	2	1	2	4	O=C(NCCCn1ccnc1)NC(C(F)(F)F)C(F)(F)F
6	0	-3	-5	3	1	-7	-8	-9	2	Cc1ccccc1N1CCN(CC(=O)Nc2nccs2)CC1
-16	-5	-3	2	5	12	-4	-3	-14	-1	COc1ccccc1CN(C)C(=O)c1cccc(S(=O)(=O)N2CCCC2)c1
3	6	1	0	2	8	-1	2	-3	-6	CC1CC2=C(C(=O)O1)C(C)Nc1ccccc1N2 (stereo not given)
-6	0	-1	-3	-3	3	0	4	13	2	CCN(CC)CCCN1CC(O)=C(c2nc3ccccc3s2)C1=N
20*	4	8.6*	0	-1	/	6	2	/	-3	COC(=O)[C@]12C[C@H](CC(=O)NCCC(C)C)C(=O)N(Cc3cccc4ccccc34)C1=C[C@H](C(C)C)O[C@@H]2C1CC1

Continuation:
ADAM10 inh	SIAE inh	ADAM17 inh	PLC-gamma1 inh	Tn7 DDE FP	ARFGAP1 inhibitor	PLCb3 inh	DDE Tn6 FP inh	ASAP1 GAP inh	TDP2 absorb	Molecule
-12	-2	-3	1	-2	0	1	-3	-5	9	CCOC(=O)c1c(C)[nH]c(C)c1C(=O)COC(=O)c1ccc(OC)c(OC)c1
3	1	-3	-1	2	7	-8	2	3	17	COc1ccc(/C=C(\NC(=O)c2ccccc2)C(=O)NCCN2CCOCC2)cc1
8	0	3	2	-9	6	2	-2	-6	-12	O=C1c2ccccc2C(=O)N1CCc1csc(-c2ccc(F)cc2)n1
-2	0	-3	-3	8	-7	-4	-7	-21	5	CC(=C/c1ccccc1)/C=N/Nc1nc(N2CCCCC2)nc(N2CCCCC2)n1
-4	-13	2	0	-1	8	-3	-8	5	-9	O=C(Nc1cccc(NC(=O)c2ccccc2Cl)c1)c1ccc(F)cc1
-238	-1	-71	-196	-2	/	-246	3	/	7	O=C(Nc1nc2ncccn2c1-c1ccc(F)c(F)c1)c1ccccc1
-1	5	-4	0	2	5	-3	5	4	8	CC(C)COP(=O)(OCC(C)C)C(O)c1ccc(N(C)C)cc1 (stereo not given)
-3	5	-3	-4	2	11	-7	3	-15	8	O=C(Nc1nc2cc3c(cc2s1)OCO3)c1cccc(N2C(=O)CCC2=O)c1
8	6	0	6	-7	5	3	-3	-7	-9	O=S(=O)(/N=C(\c1ccccc1)N1CCOCC1)c1cccs1
-13	2	-2	-1	-1	4	0	3	0	-7	Clc1ccc(-c2nnc3sc(-c4ccc(Br)o4)nn23)c(Cl)c1
5	-2	1	2	6	-10	4	4	0	13	Cc1ccc(S(=O)(=O)CCc2nnc(N)s2)cc1C

Complete entries as entered above. Order of values: ADAM10 inh	SIAE inh	ADAM17 inh	PLC-gamma1 inh	Tn7 DDE FP	ARFGAP1 inhibitor	PLCb3 inh	DDE Tn6 FP inh	ASAP1 GAP inh	TDP2 absorb
`COc1ccccc1CN(C)C(=O)c1cccc(S(=O)(=O)N2CCCC2)c1` reads -16	-5	-3	2	5	12	-4	-3	-14	-1
`CCNC(=S)N1CCN(S(=O)(=O)/C=C/c2ccccc2)CC1` reads 1	-3	0	-4	4	2	-2	-6	-4	10

Source: PubChem
